Bioassay records deposited in PubChem BioAssay by Johns Hopkins Ion Channel Center.
CHT block: inhibits the human high affinity choline transporter; B-score at 10 µM; AID 488975; CHT-expressing cells, membrane potential dye, choline response; hits give low values; Q9GZV3; 0.86% of 310,000 active;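 active means B-score over 3 SD under the library average, and starting fluorescence ratio not unusually high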;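 further: choline stimulus applied at its EC90 after an EC20 pre-addition; B-score computed on integrated fluorescence ratio after choline addition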
Target sequence (Q9GZV3 whole entry, looked up): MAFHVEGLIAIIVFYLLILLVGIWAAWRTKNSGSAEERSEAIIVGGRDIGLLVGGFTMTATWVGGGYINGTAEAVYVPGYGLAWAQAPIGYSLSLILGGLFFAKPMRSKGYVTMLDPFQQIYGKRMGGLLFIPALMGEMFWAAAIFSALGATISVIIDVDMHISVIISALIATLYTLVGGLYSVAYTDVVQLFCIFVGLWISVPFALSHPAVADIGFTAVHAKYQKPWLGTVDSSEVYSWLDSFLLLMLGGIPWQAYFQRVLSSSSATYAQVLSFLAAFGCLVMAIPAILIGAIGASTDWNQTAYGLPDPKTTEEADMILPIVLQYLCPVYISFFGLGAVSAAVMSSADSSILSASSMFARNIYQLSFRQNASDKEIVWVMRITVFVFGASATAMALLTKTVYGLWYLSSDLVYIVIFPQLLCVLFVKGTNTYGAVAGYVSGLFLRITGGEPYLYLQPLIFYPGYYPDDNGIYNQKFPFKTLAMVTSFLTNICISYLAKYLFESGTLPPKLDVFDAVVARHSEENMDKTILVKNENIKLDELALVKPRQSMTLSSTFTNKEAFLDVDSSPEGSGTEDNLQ
CHT PAM: allosterically activates the human high affinity choline transporter. Q9GZV3. CHT-expressing cells, membrane potential dye, choline EC20; hits give high values; LV-AA mutant CHT in HEK293 cells. B-score at 10 µM. 0.49% of 310,000 active. AID 488977;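 active means initial fluorescence not abnormally high and integrated response B-score, plate-corrected, over 3 SD above library mean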
* hit, by the source's call; i = inactive.

smiles | CHT block | CHT PAM
CN(CCO)C1=NS(=O)(=O)c2cc([N+](=O)[O-])ccc21 | i | i
CCNc1ccc(C(=O)OCC)cc1NC(=O)c1cccc(S(=O)(=O)N(C)c2ccccc2)c1 | i | i
S=C(c1ccc(-c2cccc(Cl)c2)o1)N1CCCCC1 | i | i
O=c1cc(CNc2ccc(Br)cc2)nc2sccn12 | -5.4* | i
O=C(NCc1ccccc1Cl)c1ccc(CSc2nc3ccncc3[nH]2)cc1 | i | i
O=C(NCc1ccc(F)cc1)c1cnn2ccccc12 | i | i
CCn1cc(Cl)c(C(=O)Nc2cccc(C(F)(F)F)c2)n1 | i | i
COc1ccc(CCNC(=O)C23CN(Cc4ccccc4)CC2C(c2ccc([N+](=O)[O-])cc2)=NO3)cc1 (centres undefined) | i | i
O=C(CN1CCN(S(=O)(=O)c2ccccc2)CC1)NC(=O)NCc1ccco1 | i | i
Cn1cccc1/C=C1\SC(=S)N(NC(=O)c2ccccc2Cl)C1=O | i | i
CC(NC(=O)COC(=O)c1ccccc1Nc1ccccc1)c1ccccc1 (centres undefined) | i | i
CCC(C(=O)NCc1ccco1)N(C(=O)CNS(=O)(=O)c1ccccc1)c1ccccc1C (centres undefined) | i | i
O=C(N/N=C\c1ccco1)Nc1cccc(Cl)c1 | i | i
CC1CCN(S(=O)(=O)c2ccc3c(c2)N(CC(=O)NCCCN2CCCCC2)C(=O)CS3)CC1 | i | i
COc1ccccc1NC(=O)CN(C)S(=O)(=O)c1cc(C)ccc1OC | i | i
O=C(Oc1ccc(-c2ccccc2)cc1)N1CCOCC1 | i | i
C/C(=N\c1nc2ccccc2n1C)c1cc(Cl)ccc1O | i | i
Cc1ccc(CNC(=O)CCNC(=O)c2ccc(Br)o2)cc1 | i | i
COc1cccc(C2SCC(=O)N2c2ccc(C)cc2)c1OC (centres undefined) | i | i
N#C/C(=C\c1ccc(N2CCCCC2)c([N+](=O)[O-])c1)c1nn(-c2ccccc2)c(N)c1C#N | i | i
COc1ccc(CNc2nnnn2C)cc1 | i | i
CCOC(=O)c1cccc(NC(=O)c2ccc3c(c2)C(=O)N(CC2CCCO2)C3=O)c1 (centres undefined) | i | i
CC(C)CC[n+]1ccn(C2=C([O-])c3ccccc3C(=O)/C2=N\S(=O)(=O)c2ccccc2)c1 | i | i
O=C(OC1CCOC1=O)c1ccc(CO)cc1 (centres undefined) | i | i

Structures shown so far that have a Cl atom (six):
smiles | CHT block | CHT PAM
S=C(c1ccc(-c2cccc(Cl)c2)o1)N1CCCCC1 | i | i
O=C(NCc1ccccc1Cl)c1ccc(CSc2nc3ccncc3[nH]2)cc1 | i | i
CCn1cc(Cl)c(C(=O)Nc2cccc(C(F)(F)F)c2)n1 | i | i
Cn1cccc1/C=C1\SC(=S)N(NC(=O)c2ccccc2Cl)C1=O | i | i
O=C(N/N=C\c1ccco1)Nc1cccc(Cl)c1 | i | i
C/C(=N\c1nc2ccccc2n1C)c1cc(Cl)ccc1O | i | i

Following part
smiles | CHT block | CHT PAM
N#CCCn1c(SCC(=O)N2CCN(S(=O)(=O)c3ccccc3)CC2)nc2ccccc21 | i | i
COc1ccc(-c2cn(-c3ccc(C)cc3C)c(=O)[nH]2)cc1OC | i | i
O=c1n(-c2ccccc2)c(=O)n2n1CC(O)C2 | i | i
Cc1ccc(S(=O)(=O)/N=C2/NC(=O)/C(=C/c3ccc(Br)o3)S2)cc1 | i | i
COC(=O)c1cn(NC(=O)c2cc(OC)c(OC)c(OC)c2)c(=O)c2ccccc12 | i | i
CCOC(=O)CNC(=O)/C=C/c1ccc2c(c1)OCO2 | i | i
Cc1cc(C)c(OCCCn2ccnc2)c(C)c1 | i | i
CC12CCC(C(=O)Nc3cc(Cl)ccc3Cl)(C(Br)C1=O)C2(C)C (centres undefined) | i | i
CCc1nnc(NC(=O)CSc2ncc(-c3ccccc3)n2CC)s1 | i | i
CCNS(=O)(=O)c1ccc(CCC(=O)N2CCC(C)CC2)cc1 | i | i
CC1Cc2ccccc2N1S(=O)(=O)c1cccc(C(=O)NC2CC2)c1 (centres undefined) | i | i
C(=N\C(/N=C/c1ccco1)c1ccco1)/c1ccco1 | i | i
CC(=O)c1ccc(NC(=S)NC(C)CCc2ccccc2)cc1 (centres undefined) | i | i
O=C(CS(=O)c1ccc(F)cc1)Nc1ccccc1Cl (centres undefined) | i | i
Cn1c(N2CCN(C(=O)Nc3ccc(C(F)(F)F)cc3)CC2)nc2ccccc21 | i | i
CCOc1ccccc1NC(=O)CCS(=O)(=O)c1ccc(OC)cc1 | i | i
CCNC(=O)NC(=O)C(C)Sc1nnc(COc2ccccc2Cl)o1 (centres undefined) | i | i
O=C(Cn1nc(CNc2ccc(Cl)cc2)[n+]2c1CCCCC2)c1ccc(Br)cc1 | i | i
O=C(O)c1cccc(Cn2c(Cl)c(/C=N/NC(=O)c3ccccc3Cl)sc2=O)c1 | i | i
Fc1ccccc1NC(=S)Nc1ccc(CN2CCOCC2)cc1 | i | i
CCOc1ccc(S(=O)(=O)Nc2ccc(C(=O)NNC(=O)c3ccncc3)cc2)cc1 | i | i
COc1c(/C=N/Nc2ccc(C(=O)O)cc2)c(CCN(C)C(C)=O)cc2c1OCO2 | i | i
O=C(COC(=O)c1ccccc1C(=O)N1CCN(c2ccccc2)CC1)NCc1ccccc1 | i | i
CCCc1n[nH]c(=S)n1Cc1ccco1 | i | i
CCOc1ccc(-c2nc(CS(=O)(=O)CC(=O)NCc3ccc(F)cc3)c(C)o2)cc1 | i | i
Cc1ccc(NC(=O)c2cc(-c3ccccc3)nn2-c2ccccc2)cc1 | i | i
NC1=NC[C@H](Cc2ccc(O)cc2)N1CCc1cc(C(F)(F)F)cc(C(F)(F)F)c1 | i | i
COc1cc([N+](=O)[O-])ccc1NC(=O)NN1CCN(C)CC1 | i | i
CN(c1ccccc1)S(=O)(=O)c1ccc(NC(=O)c2ccc(-c3ccccc3)cc2)cc1 | i | i
CCSCc1nnc(SCC(=O)Nc2nc(C)cs2)n1C | i | i
Cc1n[nH]c(=O)c2c(NC(=O)CSc3nnc(C4CC4)n3C)oc(C)c12 | i | i
NS(=O)(=O)c1ccc(CNC(=O)c2csc3c2CCCC3)cc1 | i | i
Cc1ccc(/C=C(\NC(=O)c2ccccc2)C(=O)NCC2CCCO2)o1 (centres undefined) | i | i
O=C(Cc1ccsc1)Nc1ccccc1F | i | i
COc1ccccc1OCCNc1cc(N2CCCCC2)ccc1[N+](=O)[O-] | i | i
Cn1cc(C(=O)N2CCCCC2)c(=O)c2cc(S(=O)(=O)N3CCCC3)ccc21 | i | i
CCCCn1c(=O)c(C(=O)c2ccccc2)nc2ccccc21 | i | i
C/C(=N/NC(=O)c1ccc(C)s1)c1cccc(NC(=O)c2ccoc2C)c1 | i | i
Cc1ccc(Oc2cc([N+](=O)[O-])cc3c2C(=O)Nc2ccccc2O3)cc1 | i | i
CCCCn1nnnc1SCC(=O)Nc1sc2c(c1C#N)CCCC2 | i | i
COc1cc2c(cc1OC)C(C)N(C(=O)Cn1ncc3c1-c1cc(C)ccc1OC3)CC2 (centres undefined) | i | i
CC(C)C[C@H](NC(=O)OC(C)(C)C)C(=O)N1CCC(C(=O)O)CC1 | i | i
COc1ccc(OCC(=O)Nc2ccc(S(=O)(=O)N3CCOCC3)cc2)cc1 | i | i
CCOc1cc(C2C(C(=O)OC)=CN(C3CCCC3)C=C2C(=O)OC)cc(Br)c1O | i | i
CCOC(=O)c1cnc(-n2nc(C)cc2C)nc1NNc1nc(C)cc(C)n1 | i | i
S=c1nc(-c2ccccc2Cl)n(Cc2cccnc2)c2c1CCCC2 | i | i
COCCNC(=S)N1CCN(c2cccc(C(F)(F)F)c2)CC1 | i | i
Cc1cc(C(C)(C)C)cc(C)c1S(=O)(=O)N1CCN(C(=O)c2cc([N+](=O)[O-])c[nH]c2=O)CC1 | i | i
COc1cccc(OCCOc2cccc(/C=N/n3cnnc3)c2)c1 | i | i
COc1ccc(-c2ccc(C(=O)O)c(=O)[nH]2)cc1 | i | i
COc1ccc(CC(=O)NCC(=O)NCc2cc(=O)n(C)c(=O)n2C)cc1 | i | i
CC(=O)c1ccc(O)c(CO)c1 | i | i
CC(C)[C@H](NC(=O)c1ccccc1F)C(=O)NCc1ccc(S(N)(=O)=O)cc1 | i | i
CCOC(=O)c1ccc(NC(=O)CSc2nnc(C)n2-c2ccccc2)cc1 | i | i
Cc1nn2cc(-c3ccc(Cl)cc3)nc2s1 | i | i
CCNC(=O)c1sc(-c2ccccc2)nc1C | i | i
CC(C)(CNS(=O)(=O)c1ccc(F)cc1)CNS(=O)(=O)c1ccc(F)cc1 | i | i
CCN(CC)C(=O)CSc1nc2ccccc2c(=O)[nH]1 | i | i
CCN(Cc1ccncc1)Cc1ccc(Br)cc1 | i | i
Cc1cccc(/C=N/n2c(C)cc(C)c(C#N)c2=O)c1 | i | i

Later entries:
smiles | CHT block | CHT PAM
CCCn1c(CCC(=O)O)nc2cc(S(=O)(=O)N3CCCC3)ccc21 | i | i
Cc1sc2ncn(-n3c(C)ccc3C)c(=O)c2c1C | i | i
COc1ccccc1C(=O)NCc1nnc(SCC(=O)Nc2nccs2)n1C | i | i
COc1ccccc1NC(=O)c1cccc(S(=O)(=O)N2CCOCC2)c1 | i | i
CC(C)Cc1nnc(NC(=O)CCN2C(=O)c3ccccc3C2=O)s1 | i | i
COc1cccc(N(C(=O)CCl)C(C(=O)NCCc2ccccc2)c2cccs2)c1 (centres undefined) | i | i
O=C(CC(Cc1ccccc1)C(=O)O)NCCc1ccc2c(c1)OCO2 (centres undefined) | i | i
N#CNc1nc(O)cc(=O)[nH]1 | i | i
Cc1ccc(C(=O)OCC(=O)N2CCCC2)cc1 | i | i
N#C/C(=C(/O)COc1cccc2ccccc12)c1nc2ccccc2[nH]1 | i | i
Cc1ccc(Cl)cc1N1CCN(CC(O)COCc2ccco2)CC1 (centres undefined) | i | i
CCc1ccc(NC(=O)CSc2ccc(-c3sc(C)nc3C)nn2)cc1 | i | i
CN(C)S(=O)(=O)c1ccc(NC(=O)c2ccc3ncsc3c2)cc1 | i | i
COC(=O)c1ccc(CNC(=O)c2cc3ccccc3oc2=O)cc1 | i | i
COc1ccc(N(CC(=O)NCc2ccncc2)S(=O)(=O)c2ccccc2[N+](=O)[O-])c(OC)c1 | i | i
CCn1cc(CNCc2cn(-c3ccccc3C)nc2-c2ccc(OC)c(F)c2)cn1 | i | i
Cc1noc(C)c1Cc1c(Cl)cccc1Cl | i | i
COCCn1c(SCC(=O)c2ccc3c(c2)OCCO3)nnc1-c1ccco1 | i | i
Cc1cccc(NC(=O)c2cc(=O)n(Cc3ccccc3)c(=O)[nH]2)c1 | i | i
Oc1cccc2ccc(N3CCOCC3)nc12 | i | i
O=C(CCS(=O)(=O)c1cccc2nsnc12)N1CCN(C(=O)c2ccco2)CC1 | i | i
O=S(=O)(NC12CC3CC(CC(C3)C1)C2)c1ccc(F)cc1 | i | i
CCOc1cc(CN2CCCC(C(=O)c3cccc(C(F)(F)F)c3)C2)ccc1O (centres undefined) | i | i
COc1cc(NC(=O)CSc2nnnn2Cc2ccc3c(c2)OCO3)cc(OC)c1 | i | i
COc1ccc(-n2c(Cn3c(=O)sc4ccccc43)nnc2SCC(=O)N2CCOCC2)cc1 | i | i
O=C(CCC(=O)Nc1ccc(F)cc1)N/N=C/c1ccc(O)cc1O | i | i
COc1cc(NC(=O)c2ccc3c(c2)OCCO3)ccc1NC(=O)c1ccco1 | i | i
CCOC(=O)N1CCC(N2Cc3cccc(C(=O)NCc4ccccn4)c3C2=O)CC1 | i | i
CC(C)CC(OC(=O)c1nsc(Cl)c1Cl)C(=O)NCc1cccs1 (centres undefined) | i | i
Cc1cc(C)nc(N/N=C/c2ccco2)n1 | i | i
CC(=O)/C(=N\Nc1ccccc1Cl)Sc1nnc(-c2ccccc2)n1-c1ccccc1 | i | i
CCCCOC(=O)CSc1nc(N)c(C#N)c(-c2ccc(OC)cc2)c1C#N | i | i
Cc1ccc(S(=O)(=O)Nc2ccc(N3CCCCC3)cc2)cc1 | i | i
CCN(CC)S(=O)(=O)c1ccc(Cl)c(NC(=O)COC(=O)c2cccn2C)c1 | i | i
O=C1c2cccc3cccc(c23)C(=O)N1CCCSc1ncn[nH]1 | i | i
Cc1c(-n2c(SCC(N)=O)nc3ccccc3c2=O)c(=O)n(-c2ccccc2)n1C | i | i

Part of the list above in order of count of non-hydrogen atoms, lowest first:
smiles | CHT block | CHT PAM
O=C(NCc1ccc(F)cc1)c1cnn2ccccc12 | i | i
CCCCn1nnnc1SCC(=O)Nc1sc2c(c1C#N)CCCC2 | i | i
COc1ccccc1C(=O)NCc1nnc(SCC(=O)Nc2nccs2)n1C | i | i

Further records follow.
smiles | CHT block | CHT PAM
Cc1oc(-c2ccc3c(c2)OCCO3)cc1C(=O)NC(CCC(=O)O)C(=O)O (centres undefined) | i | i
COC(=O)c1cccc(C23CC4(C2)[C@H](CN(Cc2cccnc2)[C@@H]4c2ccccc2)C3c2ccc(C(F)(F)F)cc2)c1 (some centres undefined) | i | i
CCOC(=O)Cn1c(C(C)=O)nc2ccccc21 | i | i
C/C=C/c1ccc(OCC(O)CNCC(c2ccc(OC)cc2)N(C)C)c(OC)c1 (centres undefined) | i | i
CCN/N=C(\Cc1nc2ccccc2[nH]1)c1ccccc1 | i | i
